Screening results as filed in PubChem.
Apaf-1 inh: inhibitors of human Apaf-1 apoptosome, primary screen, biochemical, DEVD-Rh110 fluorescence, uHTS | Apoptotic protease-activating factor 1 (Homo sapiens), O14727 | reconstituted apoptosome caspase-3 activity | inhibition, % at 20 µM | 0.71% of 330,000 active; active = inhibition of at least 40% at 20 µM;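 note: plate controls were DMSO wells for no effect and DEVD-CHO caspase inhibitor wells for full effect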
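Material: biochemical Apaf-1 apoptosome reconstitution. Medium: Hepes buffer, pH 7.5. Also added: cytochrome c activation, bis-DEVD rhodamine 110 substrate. Timing: 30 min compound preincubation, 50 min activation, room temperature. Measured by: rhodamine 110 fluorescence at Ex 480/Em 540 nm.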
Gli-Sufu antag: Gli-Sufu pathway antagonists, primary screen, luciferase luminescence, Sufu-KO-LIGHT cells, uHTS; 0.74% of 340,000 active; AID 588413, 2011; Sufu-KO-LIGHT fibroblasts, Gli luciferase reporter luminescence; inhibition, % at 5 µM;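 active = inhibition above about 55%, limit read from the data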;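 note: 0% = DMSO-treated cells and 100% = wells with medium but no cells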
HKDC1 inh: HKDC1 hexokinase inhibitors, primary screen, biochemical, fluorescence, uHTS | Q2TB90 | recombinant HKDC1, G6PDH/diaphorase resazurin coupled fluorescence | inhibition, % at 20 µM | 0.16% of 340,000 active;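 active = inhibition above about 35% when tested at 20 µM, limit read from the data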;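 note: plate controls were DMSO wells with enzyme for no effect and DMSO wells lacking enzyme for full effect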
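Incubation: 90 min at room temperature in dark / Material: recombinant HKDC1 (HK5) hexokinase enzyme, produced in-house / Quantity: enzyme 5 µg/mL final / Compound: one dose of 20 µM, 1% DMSO / Reagent: glucose and ATP substrates / Buffer or medium: Tris pH 8.0 buffer with MgCl2, Tween-20, BSA, BME / Technique: resorufin fluorescence at 613 nm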
697 NFkB inh: inhibitors of PMA/ionomycin-induced NF-kB reporter, 697 cells, primary screen, B-cell NF-kB inhibitor project, cell-based, luminescence, uHTS; 0.33% of 330,000 active; inhibition, % at 4 µM; 697 B-cell NF-kB luciferase reporter, 16 h; in the data active = inhibition above about 35%
SENP8 inh: SENP8 protease inhibitors, primary screen, biochemical, luminescence. Sentrin-specific protease 8 (Homo sapiens), Q96LD8. purified SENP8, Z-RLRGG-aminoluciferin cleavage. inhibition, % at 10 µM. 1.2% of 330,000 active
Target sequence (Q96LD8 whole entry, looked up): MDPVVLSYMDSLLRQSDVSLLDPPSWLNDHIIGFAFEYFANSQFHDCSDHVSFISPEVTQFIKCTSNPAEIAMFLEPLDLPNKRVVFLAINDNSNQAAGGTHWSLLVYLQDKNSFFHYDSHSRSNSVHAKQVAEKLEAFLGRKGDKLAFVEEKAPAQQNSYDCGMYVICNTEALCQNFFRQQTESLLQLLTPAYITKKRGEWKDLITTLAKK
SENP7 block: SENP7 protease inhibitors, primary screen, biochemical, luminescence, uHTS | 1.5% of 330,000 active | inhibition, % at 5 µM | recombinant SENP7, Z-RLRGG-aminoluciferin luminescence, 40 min | Sentrin-specific protease 7 (Homo sapiens), Q9BQF6;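 active = inhibition above about 50% at the single test dose, limit read from the data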;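 note: plate controls were DMSO with enzyme for no effect and no enzyme buffer wells for full effect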
Target sequence (Q9BQF6 706-1050 limits assumed): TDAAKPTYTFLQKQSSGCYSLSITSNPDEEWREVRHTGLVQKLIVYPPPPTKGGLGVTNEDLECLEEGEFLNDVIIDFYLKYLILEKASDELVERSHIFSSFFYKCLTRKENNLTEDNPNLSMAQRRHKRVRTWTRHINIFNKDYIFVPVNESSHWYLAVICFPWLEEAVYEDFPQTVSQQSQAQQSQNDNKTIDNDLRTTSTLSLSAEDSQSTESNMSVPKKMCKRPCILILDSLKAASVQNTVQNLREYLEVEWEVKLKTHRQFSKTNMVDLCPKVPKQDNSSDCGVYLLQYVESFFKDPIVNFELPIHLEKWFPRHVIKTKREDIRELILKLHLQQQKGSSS
UBC13 polyUb: UBC13 polyubiquitin chain formation inhibitors, primary screen, biochemical, TR-FRET, uHTS | 0.47% of 330,000 active | inhibition, % at 20 µM | Ubiquitin-conjugating enzyme E2 N (Homo sapiens), P61088; in the data active = inhibition above about 45%, passing the limit was not always enough; inconclusive = no clear call, values can overlap the other calls
Target sequence (P61088 whole entry, looked up): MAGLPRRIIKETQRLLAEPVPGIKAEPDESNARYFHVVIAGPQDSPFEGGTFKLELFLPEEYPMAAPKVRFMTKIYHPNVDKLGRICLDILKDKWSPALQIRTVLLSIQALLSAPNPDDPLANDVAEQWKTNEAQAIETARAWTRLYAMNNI
Jurkat NFkB inh: inhibitors of induced NF-kB luciferase reporter, primary screen, TCR NF-kB activation inhibitor project, cell-based, luminescence, uHTS | Jurkat, PMA/ionomycin-induced NF-kB luciferase reporter | inhibition, % at 4 µM | 0.53% of 330,000 active | AID 435003, 2010
The depositor's hits bear a star; ? = inconclusive; . = not tested or not shown. Cut-off read from the data, not from the text of the source, unless noted: active = inhibition above about 50%; inactive = the rest. An unsorted share of the library; about 3.6% have a hit in one of these screens.

SMILES | Apaf-1 inh | Gli-Sufu antag | HKDC1 inh | 697 NFkB inh | SENP8 inh | SENP7 block | UBC13 polyUb | Jurkat NFkB inh
CN(CCc1ccccn1)C(=O)CCNC(=O)Cn1cnc2ccccc2c1=O | 3.0 | 2.7 | 0.8 | -5.0 | -8.0 | -5.6 | -5.5 | -8.4
CC(=O)Nc1ccc(S(=O)(=O)Nc2ccc3c(c2)OCO3)cc1 | -0.8 | 0.0 | -5.0 | -3.1 | 3.5 | -1.7 | 3.0 | 15.8
COc1ccc(CCNC(=O)CCCCCN2C(=O)c3ccccc3C2=O)cc1 | 21.8 | 1.5 | -4.2 | -2.7 | -2.9 | 4.8 | 29.4 | 3.1
COc1ccccc1OCCOc1ccc(/C=C2/C(=N)N3OC(C)=CC3=NC2=O)cc1OC | 9.8 | 3.2 | 10.7 | -4.1 | 1.4 | 6.3 | -2.8 | -13.5
COc1ccc(C(=O)NC2CC2)cc1OC1CCN(Cc2cnn(C)c2)CC1 | -6.1 | 5.5 | -7.9 | 18.5 | 4.4 | -7.2 | 7.4 | 14.4
CCOc1cc(C(=O)Nc2ccc(S(=O)(=O)Nc3nnc(CC)s3)cc2)cc(OCC)c1OCC | 22.8 | 10.8 | -0.3 | -9.3 | -9.5 | -4.4 | -15.9 | -23.5
CCc1cccc2c1NC(=O)C2(O)CC(=O)c1cccs1 (stereo not given) | 0.1 | -19.7 | -5.0 | 1.3 | -6.9 | 5.6 | 0.6 | 0.1
O=C1Nc2ccccc2N(O)N1c1ccc(S(=O)(=O)Nc2ccccn2)cc1 | -7.9 | -10.5 | -6.4 | 4.1 | -0.5 | -1.1 | 9.8 | 2.1
Oc1c(CN2CCCCC2)cc(Br)c2cccnc12 | 30.8 | 27.4 | -6.9 | 2.1 | 15.1 | 12.7 | -27.1 | 26.4
O=C(N/N=C/C(Cl)=C/c1ccc([N+](=O)[O-])cc1)C(=O)Nc1ccc(C(=O)O)cc1 | 0.3 | 4.1 | 12.2 | 4.2 | -0.2 | 3.6 | -5.4 | 9.4
COc1cc(NC(=O)c2cccs2)c(OC)cc1NC(=O)CCC(=O)Nc1ccc2ncccc2c1 | 13.5 | 13.4 | 23.9 | -41.4 | 5.9 | 0.1 | -0.2 | -12.0
CCNc1nc(NCC)n2c(SCC(=O)Nc3ccc(Br)cc3F)nnc2n1 | 2.6 | 4.0 | -5.0 | -3.0 | 3.3 | 2.4 | -5.6 | 1.2
c1ccc2c(NC3C4CC5CC(C4)CC3C5)nc(N3CCOCC3)nc2c1 (stereo not given) | 26.6 | 26.3 | -2.0 | -56.5 | -3.1 | -4.0 | 21.4 | 8.6
CCN1CCN(CCC(=O)Nc2ccccc2C)CC1 | -1.6 | -17.2 | -4.5 | 3.7 | -1.3 | -3.0 | 7.2 | -3.5
Cc1nnc(NC(=O)C2CC(=O)N(Cc3ccccc3)C2)s1 (stereo not given) | -13.9 | 0.6 | 3.5 | 23.3 | -2.4 | 14.3 | -7.8 | 10.2
CC(=O)c1ccc(OCC(=O)Nc2ccccc2C(=O)NC2CC2)cc1 | 7.9 | -2.6 | -7.3 | -11.0 | -3.5 | -2.1 | 1.7 | 3.6
C=CCCC(=O)N1CCC(Oc2cccc(C(=O)NCc3ccccn3)c2)CC1 | -6.0 | 0.0 | -6.6 | 13.0 | -5.7 | -6.9 | -4.1 | 1.7
O=C1NC(c2ccccc2)=C(c2ccc3ccccc3n2)C(c2ccc(F)cc2)N1 (stereo not given) | 20.5 | -2.4 | -5.2 | -3.8 | -5.4 | 6.6 | 5.7 | 0.4
COc1ccccc1-n1cc(-c2ccc([N+](=O)[O-])cc2)[nH]c1=S | -5.2 | -12.6 | -3.1 | -11.6 | -10.6 | 1.7 | -16.2 | 35.5
COc1ccc(NS(=O)(=O)c2ccc(C(=O)N3CCCCCC3)cc2)cc1 | -1.3 | 14.3 | 2.6 | -13.6 | 11.5 | -0.5 | 15.8 | 5.1
Cc1nc2ccccc2n1/C(=N/S(=O)(=O)c1ccc(Br)cc1)c1ccccc1 | 0.4 | . | . | 14.0 | -5.1 | 5.4 | 7.4 | -4.0
Cc1ccc(-c2nc3ccccc3s2)cc1NC(=S)NC(=O)/C=C/c1ccco1 | 24.0 | -1.4 | -3.9 | -222.3 | 12.5 | 6.9 | -34.4 | -111.7
Cc1c(C(=O)OC(C)C(C)C[N+](C)(C)C)oc2ccccc12 (stereo not given) | 3.6 | -3.4 | -9.0 | 13.4 | -2.4 | -9.4 | -1.6 | -2.4
CCOc1ccc(N(CC(=O)NCc2ccc(Cl)cc2)S(=O)(=O)c2ccccc2)cc1 | 28.4 | 25.4 | -4.2 | -13.0 | -3.1 | -9.4 | -10.1 | 2.0
COc1ccc(CNS(=O)(=O)c2ccc(-n3cccn3)cc2)cc1 | 3.0 | -4.8 | 0.0 | 24.3 | 4.5 | -1.7 | 4.9 | -7.7
OCc1ccccc1NC(=S)Nc1cccnc1 | -3.1 | 2.3 | -11.5 | -16.7 | -2.0 | 7.8 | -11.8 | -6.4
CC1CCCCN1C(=O)Cc1ccc(F)cc1 (stereo not given) | 14.5 | -4.4 | -2.9 | -7.4 | -5.4 | -8.1 | -9.4 | -7.6
CCCCSc1nc(C)[nH]c1[N+](=O)[O-] | -8.7 | 3.1 | -7.8 | 11.3 | 0.2 | 3.5 | -0.2 | 11.9
O=C(CCN1CCOCC1)N/N=C/c1cc(Br)cc(Br)c1O | -2.1 | 4.3 | -18.0 | -5.6 | 5.6 | -8.2 | 6.6 | 3.9
CN(CC(=O)NC(c1ccccc1)c1ccccc1)Cc1nc2ccccc2c(=O)[nH]1 | 12.6 | -1.0 | -1.4 | 3.1 | 2.8 | -1.7 | -3.7 | 6.0
Cn1c2c(c(=O)n(C)c1=O)C1c3cc(Cl)ccc3OCC1CO2 (stereo not given) | -3.9 | 11.2 | -7.6 | 4.2 | -0.9 | -0.5 | 8.6 | -1.3
Cc1ccc(OCCSc2nc3ccccc3n2CC(=O)O)cc1C | -11.3 | 0.0 | 1.4 | 6.7 | 1.3 | -1.1 | -3.7 | 4.8
COc1cccc(C2(c3cccc(OC)c3)CC2C(=O)Nc2cccc3ccccc23)c1 (stereo not given) | 10.2 | 9.2 | -2.2 | 15.6 | 1.3 | 3.3 | 9.6 | 2.6
CC(C)(C)c1nc(SCC(=O)NCc2ccco2)c2ccccc2n1 | 15.5 | 0.5 | 5.1 | -3.0 | -1.6 | 3.0 | 4.5 | -11.2
CCCCOC(=O)c1ccc(NC(=S)NC(=O)c2c(Br)c(C)nn2C)cc1 | 17.3 | 33.8 | -6.6 | -4.1 | 0.7 | 1.2 | 36.8 | 8.1
CC(=O)N(OCc1ccc(OC(C)C)c(Cl)c1)C(C)=O | -9.1 | -2.7 | -5.2 | -2.8 | 3.5 | 1.2 | 1.7 | 7.4
C=CCSc1nnc(NC(=O)c2cn(CC)c3nc(C)ccc3c2=O)s1 | -17.8 | 9.8 | 0.2 | 31.8 | -7.7 | 2.2 | -4.9 | -1.2
Cn1c(N)c(C(=O)COC(=O)c2ccccc2NCc2ccco2)c(=O)n(C)c1=O | -5.7 | -1.3 | 6.7 | 9.1 | -6.9 | -6.0 | 15.2 | 19.5
Cc1ccc(C)c(NC(=O)CCC(=O)NNC(=O)COc2cc(C)ccc2C)c1 | 10.1 | -6.8 | -10.7 | 16.9 | -3.0 | 4.6 | 1.9 | 4.1
Cn1ccnc1SCC(=O)c1ccc(C#N)cc1 | 7.9 | 7.0 | -2.6 | 6.1 | -2.4 | 3.7 | -7.0 | 13.2
COc1ccccc1NC(=O)NNC(=O)c1ccc2c(c1)NC(=O)C(C)(C)O2 | 1.7 | 5.5 | -4.8 | 13.8 | 5.8 | 4.2 | 13.9 | 15.3
CC(C)CCN1CCN(CCCn2cccn2)CC1CCO (stereo not given) | -13.4 | -16.7 | -1.4 | 12.2 | -5.0 | 9.1 | 8.7 | 5.8
COC(=O)CC(NC(=O)c1ccco1)c1ccc(C(C)C)cc1 (stereo not given) | 6.1 | 0.1 | -1.6 | 11.4 | -3.2 | 3.7 | 3.3 | 1.6
CN(C)S(=O)(=O)c1ccc(C(=O)OCC(=O)Nc2cccnc2Cl)cc1 | -0.1 | 18.1 | -7.1 | 4.6 | -3.5 | 3.1 | -11.1 | 8.6
Cc1nn(Cc2ccc(C(=O)Nc3ccccc3F)cc2)c(C)c1Cl | 1.7 | -3.3 | -14.6 | -24.3 | -6.3 | -14.6 | -2.6 | -0.4

Rewritten with tabs: part of the list above.
mol	Apaf-1 inh	Gli-Sufu antag	HKDC1 inh	697 NFkB inh	SENP8 inh	SENP7 block	UBC13 polyUb	Jurkat NFkB inh
CC(=O)N(OCc1ccc(OC(C)C)c(Cl)c1)C(C)=O	-9.1	-2.7	-5.2	-2.8	3.5	1.2	1.7	7.4
C=CCSc1nnc(NC(=O)c2cn(CC)c3nc(C)ccc3c2=O)s1	-17.8	9.8	0.2	31.8	-7.7	2.2	-4.9	-1.2

As a working copy, some entries already given.
SMILES | Apaf-1 inh | Gli-Sufu antag | HKDC1 inh | 697 NFkB inh | SENP8 inh | SENP7 block | UBC13 polyUb | Jurkat NFkB inh
C=CCSc1nnc(NC(=O)c2cn(CC)c3nc(C)ccc3c2=O)s1 | -17.8 | 9.8 | 0.2 | 31.8 | -7.7 | 2.2 | -4.9 | -1.2
Cn1c(N)c(C(=O)COC(=O)c2ccccc2NCc2ccco2)c(=O)n(C)c1=O | -5.7 | -1.3 | 6.7 | 9.1 | -6.9 | -6.0 | 15.2 | 19.5
Cc1ccc(C)c(NC(=O)CCC(=O)NNC(=O)COc2cc(C)ccc2C)c1 | 10.1 | -6.8 | -10.7 | 16.9 | -3.0 | 4.6 | 1.9 | 4.1

The listing continues:
SMILES | Apaf-1 inh | Gli-Sufu antag | HKDC1 inh | 697 NFkB inh | SENP8 inh | SENP7 block | UBC13 polyUb | Jurkat NFkB inh
O=C(Nc1ccc(C(=O)c2ccc(C(=O)O)c(C(=O)O)c2)cc1)c1ccccc1 | -5.0 | 1.2 | -3.3 | 4.4 | -5.2 | -8.7 | -12.1 | 4.5
COc1ccc(C(=O)NCCOc2cccc(Oc3ccccc3)c2)cc1OC | 15.2 | 6.2 | -3.3 | -5.8 | -5.8 | -4.1 | ? | 4.9
CC1Nc2ccccc2C(=O)N1NS(C)(=O)=O (stereo not given) | -6.1 | -6.9 | 3.0 | 1.8 | 5.8 | 5.2 | 11.8 | 10.4
O=C(O)C1C(c2ccccc2)C(C(=O)Oc2ccccc2)C1c1ccccc1 (stereo not given) | 3.8 | 13.9 | -5.0 | -7.4 | -17.3 | 1.1 | -12.1 | -18.9
CSc1ccccc1NC(=O)CN1CCCCC1C (stereo not given) | -4.6 | 0.8 | 13.3 | 3.5 | 9.7 | -4.9 | 11.4 | 8.0
CC(C)(c1ccccc1)c1ccc(OCC2CO2)cc1 (stereo not given) | 13.2 | -0.8 | 3.1 | -12.6 | -1.5 | 5.9 | 4.9 | 9.0
CCOc1ccc(NC(=O)CCC(=O)NNC(=O)COc2ccc(C)cc2)cc1 | -0.7 | -6.6 | -13.0 | 7.4 | -6.3 | 2.3 | 4.4 | -3.5
Clc1ccc(-n2nnnc2-c2ccno2)cc1 | -31.5 | -3.9 | -4.5 | 0.3 | -0.3 | -3.8 | 3.9 | 2.2
